High-throughput results: PubChem BioAssay, several laboratories
L929 necroptosis: L929 zVAD cell death inhibition. L929 zVAD necroptosis rescue, ATP luminescence, 24 h; with zVAD 60 µM. viability rescue, % at 10 µM. 220,000 tested, 0.38% active. AID 1377;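 active means activation, scaled between plate controls, above about 75%, limit read from the data; inactive means activation under that limit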;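 further: 0% = zVAD with DMSO and 100% = DMSO alone without zVAD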
Rad51 HR inh: Rad51 (human) homologous recombination inhibition; 200,000 tested, 0.085% active; inhibition, % at 10 µM; Q06609; hRad51 DNA strand exchange, fluorescence dequenching;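 active means inhibition above 40% at the single screening dose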;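 further: 0% = DMSO control wells and 100% = blanks with heterologous ssDNA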
Target sequence (Q06609 whole entry, looked up): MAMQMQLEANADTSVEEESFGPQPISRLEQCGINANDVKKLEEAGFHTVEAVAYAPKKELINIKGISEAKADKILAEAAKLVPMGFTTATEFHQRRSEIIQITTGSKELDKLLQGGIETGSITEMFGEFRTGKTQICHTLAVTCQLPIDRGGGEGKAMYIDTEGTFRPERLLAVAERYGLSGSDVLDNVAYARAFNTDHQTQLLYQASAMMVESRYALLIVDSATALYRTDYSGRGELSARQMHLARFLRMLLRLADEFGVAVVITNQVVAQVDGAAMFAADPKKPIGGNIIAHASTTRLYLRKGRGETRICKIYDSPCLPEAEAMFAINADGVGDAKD
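System: hRad51 filaments on single-stranded DNA; reagent: Fluorescein- and BHQ1-tagged 47-mer duplex; compound dosing: one concentration, 10 µM final; timing: filaments 15 min 37 °C, then compound 30 min; measured by: fluorescein emission 520 nm, excitation 485 nm; benchmarks: per-plate controls and blanks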
EBV gp42 block: blocks Epstein-Barr virus glycoprotein 42 binding | Fluorescence polarization binding assay, mP read-out | 220,000 tested, 0.42% active | AID 1085 | Q1HVG2 | inhibition, % (tested at 21.74 µM); in the data active means inhibition above about 50%
Target sequence (Q1HVG2 whole entry, looked up): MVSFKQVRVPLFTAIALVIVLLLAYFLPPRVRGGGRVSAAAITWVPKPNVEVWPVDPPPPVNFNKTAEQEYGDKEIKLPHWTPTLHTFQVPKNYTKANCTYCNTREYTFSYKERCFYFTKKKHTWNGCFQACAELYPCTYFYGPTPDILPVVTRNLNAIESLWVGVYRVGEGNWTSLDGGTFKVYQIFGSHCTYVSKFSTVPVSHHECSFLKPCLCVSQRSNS
TNF death inh: blocks TNF-alpha induced death of Jurkat FADD-/- cells; activation (protection from cell death), % at 10 µM; AID 463075; 220,000 tested, 0.068% active; Jurkat FADD-/- TNF necroptosis rescue, ATP luminescence, 24 h; 0 = TNF only, 100 = no-TNF cells;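 active means activation, meaning protection from cell death, of at least 50% relative to plate controls; inactive means activation below 50%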;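 further: necroptosis triggered by 40 ng/mL TNF-alpha added together with compound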
Mdm2 ligase inh: Mdm2 E3 ligase (human) inhibition; Q00987; cell-based MDM2 ubiquitination luciferase reporter, 2 h; 0 = plate control, 100 = twice control, blank-subtracted; signal enhancement, % at 5 µM; 210,000 tested, 0.11% active; AID 1230;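 active means signal enhancement of 30% or more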;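 further: luminescence tracks abundance of the self-degrading MDM2-luciferase fusion protein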
Target sequence (Q00987 whole entry, looked up, the tested form may be a part): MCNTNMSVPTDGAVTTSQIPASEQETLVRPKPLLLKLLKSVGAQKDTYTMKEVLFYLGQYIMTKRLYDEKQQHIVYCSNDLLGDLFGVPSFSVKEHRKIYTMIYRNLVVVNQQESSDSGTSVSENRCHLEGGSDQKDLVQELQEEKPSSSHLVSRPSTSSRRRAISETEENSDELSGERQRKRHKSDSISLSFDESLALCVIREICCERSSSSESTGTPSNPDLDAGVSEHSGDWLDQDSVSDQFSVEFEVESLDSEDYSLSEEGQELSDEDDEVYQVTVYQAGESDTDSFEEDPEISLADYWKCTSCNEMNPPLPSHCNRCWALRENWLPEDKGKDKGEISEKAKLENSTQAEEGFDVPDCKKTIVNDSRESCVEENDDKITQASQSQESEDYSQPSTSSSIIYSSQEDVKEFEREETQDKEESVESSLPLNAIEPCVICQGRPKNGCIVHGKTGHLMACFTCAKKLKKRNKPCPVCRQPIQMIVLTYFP
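Assay system: stable mammalian line carrying autodegrading MDM2–luciferase fusion reporter; Input: 2000 cells in each well; Compound dosing: single-point 5 µM; Schedule: 2 h compound exposure at 37 °C; Signal: SteadyLite luciferase luminescence after 15 min room-temperature reagent incubation; Evaluation: % luminescence enhancement versus blank-corrected plate control mean; Benchmarks: plate controls and plate blanks.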
m-calpain inh: inhibitors of pig calpain II; purified calpain II, fluorogenic peptide substrate, 30 min; inhibition, % at 16 µM; 220,000 tested, 0.37% active;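 active means inhibition above about 50%, limit read from the data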
PERK inh: blocks human PERK kinase | Q9NZJ5 | CHO PERK-DD fusion, SEAP luminescence translation reporter | inhibition, % at 5.6 µM | 220,000 tested, 0.17% active | AID 1416;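 active means inhibition above the mean inhibition of all tested compounds plus 3 SD, set separately per screening campaign, cut at about 2.9% in these data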;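 further: PERK kinase domain activated by AP20187 dimerizer at 100 nM; 0% = DMSO with dimerizer and 100% = rapamycin at 8.4 µM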
eIF4E-4G inh: eIF4E/eIF4G interaction inhibition in translation initiation; TR-FRET eIF4E-eIF4GI(517-606) binding, 2 h; inhibition, % at 21.7 µM; P63073+Q04637; 220,000 tested, 0.37% active;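 active means inhibition above about 30%, limit read from the data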;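 further: 0% = full FRET control wells and 100% = background wells lacking eIF4GI fragment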
KCC2 mod: KCC2 (human) Cl- transport modulation; Q9H2X9; KCC2 cells, thallium flux FluoZin-2 fluorescence; B-score of Tl+ flux slope (higher = more flux/activation; lower = inhibition) at 10 µM; 190,000 tested, 2.2% active; AID 1456;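 active means thallium flux slope and its plate-corrected score both differing from the plate sample mean at a set confidence after two filtering rounds, in either direction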;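 further: slope of fluorescence scaled to starting intensity during 10 to 20 s after thallium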
The depositor's hits bear a star; i = inactive; x = not tested or not shown; & = joins results of further samples; [ ] = dose if it differs, or a comment.

SMILES	L929 necroptosis	Rad51 HR inh	EBV gp42 block	TNF death inh	Mdm2 ligase inh	m-calpain inh	PERK inh	eIF4E-4G inh	KCC2 mod
CCOc1ccc(N(CC(=O)N/N=C/c2cc(Br)c(C)o2)S(C)(=O)=O)cc1	5.4	18	-15	1.3	-12	-24	0.8	4	-0.061
Cc1ccc(-n2c(C)cc(C=C(C#N)C#N)c2C)cc1	0.3	-7	-1	-2.4	-18	-76	0.9	7	-0.32
Cc1cc(C)n2c(Nc3ccc4c(c3)OCCO4)c(-c3ccccc3)nc2n1	-0.5	-2	-12	-1.3	-10	-26	-1.0	6	-0.098
COc1cc(/C=N/Nc2nc3ccccc3[nH]2)cc(Br)c1OCC(=O)N(C)C	75*	x	-25	64*	-1	7	-0.7	0	-0.02
Cc1cc(=O)[nH]c2c1c(=O)[nH]n2C1CC(C)N(C)CC1C (stereo unspecified)	0.6	11	-8	-2.6	-10	20	1.8	x	0.66
COc1ccc(S(=O)(=O)N(CC(=O)N2CCOCC2)Cc2ccccc2)cc1C	-0.7	-3	-22	0.4	-12	14	-1.5	1	x
COc1ccc(C(=O)Nc2sc3c(c2C#N)CCN(C(C)=O)C3)cc1	-0.2	-28	-5	-13	-7	44	-0.1	-4	-0.61
C/C(CC(=O)Nc1ccc(Cl)c(C(F)(F)F)c1)=N\NC(=O)c1ccccc1O	0.8	-3	-1	2.0	-2	-27	0.3	3[fluorescence artefact?]	-2.9
Nc1cc(N)nc(SCc2cc(=O)oc3cc4c(cc23)CCC4)n1	0.3	7	8	-4.0	-6	16	-1.2	-5[fluorescence artefact?]	0.61
COc1ccc(NC(=O)c2ccccc2C(=O)N2CCCCC2)cc1	-0.3	7	6	0.0	-9	-10	1.1	-5	0.77
O=C(COc1ccc2c(c1)OCO2)Nc1ccccc1F	0.6	22	12	-0.2	-20	28	0.6	1	-0.31
FC(F)Oc1ccc(NC(=S)NNc2ccnc3cc(Cl)ccc23)cc1	-0.2	9	16	-1.2	-7	-14	-0.2	-2	1.6
COc1ccccc1CNC(=O)COC(=O)c1ccc(Cl)c(N)c1	-0.1	12	-2	-0.5	-5	-17	0.4	3	x
CN(c1ccccc1)S(=O)(=O)c1cccc(NC(=O)CSc2nncn2C)c1	1.6	6	-9	0.7	0	1	-0.3	-3	-0.52
CCCCn1c(C(C)NC(=O)c2cccs2)nc2ccccc21 (stereo unspecified)	0.9	4	-3	-1.7	-8	-7	0.1	-2	-0.099
COCCN(CC(=O)Nc1ccc(F)cc1)S(=O)(=O)c1ccc(S(=O)(=O)N2CCCC2)cc1	0.8	-4	-7	1.2	-7	-34	-0.1	1	-0.013
CCc1c(C)nc(SC)n(CC#N)c1=O	-0.3	2	-31	-4.3	9	-16	-0.4	1[fluorescence artefact?]	0.37
S=C(Nc1ccc(Cl)cc1)NC1CCCCC1	-0.1	1	-10	-12	-9	-3	-0.4	-1	0.96
CSc1ccc(N=Nc2c(C)[nH]n(C)c2=O)cc1	2.8	7	-18	2.9	-10	19	-1.3	-1	x
O=C(Cc1ccccc1)NCc1nc2ccccc2[nH]1	0.4	5	x	0.9	x	x	0.3	x	-1.9
Cn1nnnc1SCC(=O)N1CCN(S(=O)(=O)c2ccccc2)CC1	0.1	-6	-10	1.1	-17	-10	-0.1	3	-0.54
O=C(O)Cn1c(O)c(C=Nc2ccccc2)sc1=S	-0.2&-0.1	-9&2	-10&-12	-1.0&0.8	-13&-15	-35&-11	-0.6&2.4	-2&1	-0.02
COc1ccc(C(=O)N/C(=C\c2ccco2)C(=O)NCc2cccnc2)cc1	0.7	x	9	-0.6	-2	-2	-0.2	2	0.53
O=C1c2cccnc2C(Nc2ccc(Br)cc2)N1Cc1cccs1 (stereo unspecified)	-1.3	-10	3	-0.3	-6	33	-0.1	1	-0.67
Cc1cc(/C=C2\SC(=S)NC2=O)c(C)n1-c1cccc(O)c1	2.2	-106	-66	-0.1	-23	-5	1.8	-2	-0.73
COc1ccc(NC(=O)N2CCn3c2nc2ccccc23)cc1	0.4	3	-16	-1.6	0	-6	-0.7	4[fluorescence artefact?]	0.2
O=C(N/N=C/c1cccc2nccnc12)c1ccncc1	-0.2	-1	-15	-3.6	-13	8	-0.1	2	0.49
Cc1ccc(-c2noc(CSc3nnc(-c4ccncc4)n3-c3ccc(C)cc3)n2)cc1	-0.3	0	-9	-1.1	-7	-28	-0.5	-1	x
CC(C)n1c(SCC(=O)Nc2ccc3c(c2)OCO3)nc2c1c(=O)n(C)c(=O)n2C	0.9	3	-9	-4.8	-21	0	-0.9	1	-0.49
CNC(=O)CCC(=O)Nc1ccc(C)cc1	-0.5	4	4	0.0	-9	-27	1.5	0	-0.041
O=C(Nc1ccc(-c2nc3ccccc3o2)cc1)C1CCCO1 (stereo unspecified)	-0.9	0	1	-0.3	-53	-71	-0.5	6	0.6
O=C(CSc1ncn[nH]1)c1ccco1	-0.5	0	-18	-0.4	-4	19	1.7	4	0.085
O=C(Cc1ccccc1)NN1C(=O)/C(=C/c2ccccc2C(=O)O)SC1=S	-0.1	x	-9	0.2	-14	-38	0.4	-2	-0.35
NC(=O)C1CCN(S(=O)(=O)c2cccc(S(=O)(=O)N3CCCCC3)c2)CC1	0.2	x	-9	0.4	2	12	1.5	3	x
CCCN1C(=O)c2cc(C(=O)Nc3ccccc3OC)ccc2C1Nc1ccccc1OC (stereo unspecified)	-0.2	-32	-15	-2.5	-2	14	-2.1	2	-0.61
Cn1cc(/C=C/C(=O)N2CCCC(C(=O)c3cccc4ccccc34)C2)cn1 (stereo unspecified)	0.0	-1	-2	-3.5	-4	7	-1.9	-1	0.16
O=C(N/N=C/c1cccnc1)c1cc2c(ccc3ccccc32)o1	2.1	x	-8	-3.3	-7	i	-0.2	-37[fluorescence artefact?]	x
Cc1ccc(NC(=O)CCn2nnc3ccccc32)c(C)c1	0.6	11	-17	0.7	-4	-17	0.8	0	0.0066
CC(=O)Nc1ccc(Oc2nc(-c3ccccn3)nc3ccccc23)cc1	66	13	-1	-1.4	-5	-16	-1.2	2	-1.5
Cc1ccc(NC(=O)CNCC2CCCCC2)cc1S(=O)(=O)N(C)C	0.9	-9	-6	4.2	-17	10	0.2	0	0.53
CSc1cccc(NC(=O)c2cnccn2)c1	-0.3	2	-33	-0.5	-8	8	0.3	6	-0.7
C/C(=N\NC(=O)C12CCC(C)(C(=O)O1)C2(C)C)c1ccccc1O (stereo unspecified)	13	x	-2	-8.8	-4	-16	0.2	-5	-0.08
CC(=O)Nn1c(-c2ccccc2)cc2ccccc21	0.0	85*	-16	-2.5	-14	-17	0.6	-19	1.5
CC1(c2ccc([N+](=O)[O-])c(CS(=O)(=O)c3ccccc3)c2)OCCO1	0.4	4	-19	1.0	-9	7	0.4	-1	1.2
Cc1cc(N/C=C(\C#N)S(=O)(=O)c2ccc(Cl)cc2)nc(C)n1	0.3	9	-16	3.3	-11	5	1.8	0	-0.97
COc1ccc(CC(=O)Nc2nc(C)cs2)cc1OC	-0.1	5	-7	-3.7	-18	29	0.5	5	0.24
COCCN(C(=O)C1CCCC1)c1c(N)n(Cc2ccccc2)c(=O)[nH]c1=O	2.0	7	-12	0.7	3	11	-0.4	0	-1.2
CC(C)C(=O)NC(=S)NCC(=O)c1ccccc1	0.1	x	-18	-1.7	-2	-9	0.8	3	0.44
Cc1cccc(N2C(=O)C(Cc3ccccc3)NC2=S)c1 (stereo unspecified)	0.1	-3	-7	0.0	-8	-3	0.8	5	1.3
CN1CCN(C(=O)N2CCNC2=O)CC1	15	5	-12	-0.6	-11	-22	1.2	-1[fluorescence artefact?]	0.75
O=C(COC(=O)C1CC(=O)N(Cc2ccccc2)C1)Nc1ccccc1F (stereo unspecified)	0.2	-2	-12	0.8	-34	21	1.6	6	-1.5
CCN(CC)S(=O)(=O)c1cccc(-c2cn3cc(C)ccc3n2)c1	0.6	-4	5	-1.4	-21	-106	-1.6	6	-3.7
CC(C)=C1SC(N2CCN(c3ccc(C)c(Cl)c3)CC2)=NC1=O	54	x	-11	15	-4	1	0.2	-3	0.42
COc1ccccc1NC(=S)NC(C)=O	0.4	13	-6	-0.7	-5	-29	0.5	-2	0.11
O=C(NCCNC1CCN(Cc2ccccc2)CC1)c1cccs1	0.8	x	2	1.3	-8	-90	-0.7	-12[fluorescence artefact?]	-0.78
CCn1c(-c2csc3c2CCCC3)n[nH]c1=S	-0.4	1	-13	0.1	13	-10	1.2	7	2
CCN(CC(=O)NCc1ccc(F)cc1)CC(=O)Nc1ccc(S(=O)(=O)N2CCCC2)cc1	0.2	-12	8	2.4	-14	43	0.6	1	-0.36
Cc1ccc(-n2c(Cc3cccn3C)nnc2SCC(=O)Nc2ccc3c(c2)OCO3)cc1	0.2	-5	-7	-0.9	-13	20	-0.2	-12[fluorescence artefact?]	x
O=C(CSc1n[nH]c(-c2ccccc2)n1)c1ccc(O)c(O)c1	46	-2	-6	-4.1	-3	9	0.7	-3	-0.0014
Nc1[nH][nH]c(=O)c1N=Nc1ccc2c(c1)OCO2	-1.4	-2	-20	-2.2	-2	25	-0.1	9	x

Entries of single compounds, looked up by structure. Order of values: L929 necroptosis | Rad51 HR inh | EBV gp42 block | TNF death inh | Mdm2 ligase inh | m-calpain inh | PERK inh | eIF4E-4G inh | KCC2 mod
Listed for O=C(NCCNC1CCN(Cc2ccccc2)CC1)c1cccs1 = 0.8 | x | 2 | 1.3 | -8 | -90 | -0.7 | -12[fluorescence artefact?] | -0.78
Listed for Cc1cccc(N2C(=O)C(Cc3ccccc3)NC2=S)c1 (stereo unspecified) = 0.1 | -3 | -7 | 0.0 | -8 | -3 | 0.8 | 5 | 1.3

The list goes on.
SMILES	L929 necroptosis	Rad51 HR inh	EBV gp42 block	TNF death inh	Mdm2 ligase inh	m-calpain inh	PERK inh	eIF4E-4G inh	KCC2 mod
CC(=O)NS(=O)(=O)c1ccc(N)cc1	1.5	-1	-15	0.4	x	16	1.9	2	0.78
O=C(Nc1ccc(S(=O)(=O)Nc2nccs2)cc1)C1=NN(c2ccccc2)C(=O)CC1	-0.9	-16	1	-0.6	-6	9	1.9	5	x
COc1ccc(S(=O)(=O)CCC(=O)NCCc2cccc(C)c2)cc1	-0.3	x	4	-0.1	9	0	-0.6	-2	0.77
CCOCCn1c(CCCO)nc2ccccc21	-0.2	x	-6	1.1	-7	-32	0.6	2[fluorescence artefact?]	0.35
COc1nc(OC)nc(N2CCC(C(=O)NC3CC3)CC2)n1	0.7	9	1	0.2	10	19	1.4	1	0.16
Cc1cccc(NC(=O)Cn2nc([N+](=O)[O-])c(Br)c2C)n1	1.5	11	-8	0.4	-2	7	1.1	-1	-0.65
CN(CCCN1CCCCC1)C(=O)CCc1nnc(C2CCCCC2)o1	0.0	21	-17	0.5	-9	-18	0.9	5	-0.69
Cc1cc(C)n(Cc2ccc(C(=O)NCc3ccco3)o2)n1	-0.8	-6	-13	0.3	1	-153	0.6	-2[fluorescence artefact?]	0.49
O=C(NCc1ccncc1)Nc1ccccc1F	0.6	-2	0	3.2	-15	12	-0.7	-5	-0.0032
O=C(NCCOc1ccccc1)C(c1ccccc1)c1ccccc1	0.0	x	0	-1.8	-4	38	-0.8	-3	-0.16
